TcdB GH inh = TcdB glycohydrolase inhibitors, primary screen, biochemical, single point, plate reader; TcdB glycohydrolase enzymatic assay; inhibition, % at 9.99 µM; hit rate 0.24% among 350,000; in the data active means inhibition above about 10%
Target sequence (P18177 whole entry, looked up): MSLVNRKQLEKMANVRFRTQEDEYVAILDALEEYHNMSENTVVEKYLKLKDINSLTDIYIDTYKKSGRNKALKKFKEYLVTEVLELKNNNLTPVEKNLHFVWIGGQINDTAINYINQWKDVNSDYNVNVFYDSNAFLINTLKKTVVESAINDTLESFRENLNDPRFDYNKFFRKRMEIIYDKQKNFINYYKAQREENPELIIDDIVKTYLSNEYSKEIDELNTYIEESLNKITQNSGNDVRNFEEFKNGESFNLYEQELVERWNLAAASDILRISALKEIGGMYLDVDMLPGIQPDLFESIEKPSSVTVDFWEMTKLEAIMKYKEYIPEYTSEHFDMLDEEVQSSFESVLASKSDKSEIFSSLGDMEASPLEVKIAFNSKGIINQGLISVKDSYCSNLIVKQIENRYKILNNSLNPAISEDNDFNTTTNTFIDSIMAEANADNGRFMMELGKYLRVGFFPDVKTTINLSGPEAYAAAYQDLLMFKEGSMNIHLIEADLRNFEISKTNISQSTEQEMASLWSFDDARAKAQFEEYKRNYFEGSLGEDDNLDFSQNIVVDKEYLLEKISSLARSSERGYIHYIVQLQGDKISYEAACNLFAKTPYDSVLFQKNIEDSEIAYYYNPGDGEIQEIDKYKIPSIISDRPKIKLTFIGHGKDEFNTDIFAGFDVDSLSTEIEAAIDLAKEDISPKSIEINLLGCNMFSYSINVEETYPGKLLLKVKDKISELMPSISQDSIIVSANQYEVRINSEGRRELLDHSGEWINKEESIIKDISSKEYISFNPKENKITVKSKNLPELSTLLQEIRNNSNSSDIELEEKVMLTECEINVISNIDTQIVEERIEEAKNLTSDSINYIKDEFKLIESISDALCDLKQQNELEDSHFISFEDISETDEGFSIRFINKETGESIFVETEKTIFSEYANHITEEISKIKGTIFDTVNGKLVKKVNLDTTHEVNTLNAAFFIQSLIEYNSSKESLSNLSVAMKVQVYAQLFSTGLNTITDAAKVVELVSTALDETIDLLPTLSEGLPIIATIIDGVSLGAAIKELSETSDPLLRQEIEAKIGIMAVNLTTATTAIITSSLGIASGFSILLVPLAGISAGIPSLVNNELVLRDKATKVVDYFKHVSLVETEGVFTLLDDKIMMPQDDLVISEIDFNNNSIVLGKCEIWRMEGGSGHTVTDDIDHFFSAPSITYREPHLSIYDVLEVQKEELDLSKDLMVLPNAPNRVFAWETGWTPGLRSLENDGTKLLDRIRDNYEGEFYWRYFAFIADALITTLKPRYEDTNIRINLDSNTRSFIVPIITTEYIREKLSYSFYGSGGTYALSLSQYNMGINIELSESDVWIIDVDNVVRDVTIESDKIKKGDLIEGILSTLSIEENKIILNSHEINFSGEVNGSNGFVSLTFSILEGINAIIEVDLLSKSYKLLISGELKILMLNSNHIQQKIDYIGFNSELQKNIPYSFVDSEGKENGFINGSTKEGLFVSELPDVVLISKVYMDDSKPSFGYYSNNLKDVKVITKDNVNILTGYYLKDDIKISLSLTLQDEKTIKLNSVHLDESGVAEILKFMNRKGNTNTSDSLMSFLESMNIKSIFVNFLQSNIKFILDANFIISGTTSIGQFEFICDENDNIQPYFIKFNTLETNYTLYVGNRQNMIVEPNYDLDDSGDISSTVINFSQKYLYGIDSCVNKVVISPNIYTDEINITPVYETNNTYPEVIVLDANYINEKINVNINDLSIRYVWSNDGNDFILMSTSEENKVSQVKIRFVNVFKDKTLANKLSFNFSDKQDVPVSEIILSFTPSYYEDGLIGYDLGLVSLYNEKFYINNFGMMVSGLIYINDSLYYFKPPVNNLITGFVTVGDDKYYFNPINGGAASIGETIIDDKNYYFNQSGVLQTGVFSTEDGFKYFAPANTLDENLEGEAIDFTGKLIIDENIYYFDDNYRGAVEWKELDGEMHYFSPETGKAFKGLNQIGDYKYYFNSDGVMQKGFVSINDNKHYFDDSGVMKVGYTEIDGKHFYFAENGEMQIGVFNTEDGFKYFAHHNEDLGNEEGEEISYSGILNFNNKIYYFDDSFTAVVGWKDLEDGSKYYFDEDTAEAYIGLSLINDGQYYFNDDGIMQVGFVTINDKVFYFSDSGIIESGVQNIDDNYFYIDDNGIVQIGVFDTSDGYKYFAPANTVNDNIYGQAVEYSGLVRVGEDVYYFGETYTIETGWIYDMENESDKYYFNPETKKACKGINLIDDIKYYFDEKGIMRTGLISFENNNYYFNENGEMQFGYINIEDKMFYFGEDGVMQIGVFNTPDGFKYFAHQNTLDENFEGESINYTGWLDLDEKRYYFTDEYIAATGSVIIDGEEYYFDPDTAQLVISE
* hit, by the source's call.

SMILES	TcdB GH inh
CC(C)C#Cc1cnc2c(c1)C(=O)N([C@@H](C)CO)C[C@H](C)[C@H](CN(C)S(=O)(=O)c1cn(C)cn1)O2	0.1
CCC(=O)N1[C@@H]2CN(S(=O)(=O)c3ccccc3C)c3ccccc3[C@@H]2[C@@H]1CO	2.0
O=C(Cc1cccnc1)N1CC(=O)N2[C@@H](CO)[C@@H](c3ccc(C#CC4CCCCC4)cc3)[C@@H]2C1	0.5
C[C@@H]1CCCCO[C@H](CN(C)S(=O)(=O)c2ccccc2)[C@H](C)CN([C@@H](C)CO)C(=O)c2cc(NS(=O)(=O)c3ccc(F)cc3)ccc2O1	-1.1
CO[C@H]1CN(C)C(=O)c2cc(NC(=O)c3ccc(-c4ccccc4)cc3)ccc2OC[C@@H](C)NC[C@@H]1C	-0.1
CO[C@H]1CC[C@@H]2CCOc3ccc(C#N)cc3C(=O)N(C)C[C@H](OC)[C@@H](C)C(=O)N(C)C[C@H]1O2	0.5
C[C@@H]1CN([C@H](C)CO)C(=O)c2cccc(NS(=O)(=O)c3cn(C)cn3)c2O[C@@H]1CN(C)C(=O)NC1CCCCC1	1.0
CC(=O)N(C)C[C@@H]1Oc2cc(C#Cc3ccc(F)cc3)ccc2S(=O)(=O)N([C@@H](C)CO)C[C@@H]1C	-0.6
O=C(c1ccncc1)N1CC[C@@H]2[C@H]1c1cc(-c3ccccc3)ccc1N[C@@H]2CO	1.0
COc1cccc(CN2C[C@H]3O[C@H](CNS(=O)(=O)c4cn(C)cn4)CC[C@H]32)c1	-1.0
COc1ccc(CN(C)C[C@H]2OCCCC[C@H](C)Oc3ccc(NC(=O)CCCN(C)C)cc3C(=O)N([C@H](C)CO)C[C@@H]2C)cc1	-0.1
CCCNC(=O)N(C)C[C@H]1Oc2ncc(C#CC3CC3)cc2C(=O)N([C@@H](C)CO)C[C@@H]1C	-0.9
CN(C)CC(=O)N[C@H]1C=C[C@@H](CC(=O)NCc2ccc(Cl)cc2)O[C@@H]1CO	0.1
CO[C@H]1CN(C)C(=O)c2ccc(NC(=O)C3CCCCC3)cc2OC[C@H](C)N(C(=O)c2ccccc2)C[C@H]1C	1.1
CN1c2ccc(-c3ccccc3)cc2[C@H]2[C@H](CCN2C(=O)c2ccncc2)[C@@H]1CO	-2.1
Cc1ccc(S(=O)(=O)N[C@@H]2C=C[C@H](CC(=O)NCCc3ccncc3)O[C@@H]2CO)cc1	1.2
C[C@@H]1CN([C@H](C)CO)C(=O)c2cccc(NC(=O)C3CC3)c2O[C@H]1CN(C)Cc1ccccc1	1.5
C[C@H]1CN([C@@H](C)CO)C(=O)c2cc(NC(=O)Nc3ccc(F)cc3)ccc2O[C@H]1CN(C)Cc1ccc(C(F)(F)F)cc1	0.1
C[C@H]1CN([C@@H](C)CO)C(=O)Cc2cc(NS(C)(=O)=O)ccc2O[C@@H]1CN(C)S(=O)(=O)c1cccs1	-0.8
COc1ccc(S(=O)(=O)N(C)C[C@@H]2Oc3c(NC(=O)Nc4ccc(F)cc4)cccc3C(=O)N([C@@H](C)CO)C[C@@H]2C)cc1	0.7
Cc1ccccc1S(=O)(=O)NCC[C@H]1CC[C@H](NC(=O)C2CC2)[C@H](CO)O1	-0.9
C[C@@H]1CCCCO[C@H](CN(C)C(=O)Nc2ccc(C(F)(F)F)cc2)[C@H](C)CN([C@H](C)CO)C(=O)c2cc(N(C)C)ccc2O1	-1.8
CCCN1C[C@@H](C)[C@@H](OC)CN(C)C(=O)c2ccc(NS(C)(=O)=O)cc2OC[C@@H]1C	-0.3
C[C@@H]1CN([C@H](C)CO)C(=O)Cc2cc(NC(=O)Nc3ccc(C(F)(F)F)cc3)ccc2O[C@@H]1CN(C)C(=O)Nc1ccccc1	0.9
C[C@H](CO)N1C[C@H](C)[C@H](CN(C)Cc2ccc(C(F)(F)F)cc2)OCCCC[C@H](C)Oc2ccc(NC(=O)c3ccncc3)cc2C1=O	-0.2
Cc1ccc(S(=O)(=O)Nc2ccc3c(c2)C(=O)N([C@H](C)CO)C[C@H](C)[C@H](CN(C)CC2CCCCC2)O3)cc1	-0.8
CN(C)C(=O)C[C@H]1C=C[C@H](NC(=O)NC2CCCCC2)[C@@H](CO)O1	-0.2
C[C@H](O)C#Cc1cnc2c(c1)C(=O)N([C@@H](C)CO)C[C@H](C)[C@H](CN(C)Cc1ccc(-c3ccccc3)cc1)O2	0.2
CCS(=O)(=O)N1CC(=O)N2[C@H](CO)[C@@H](c3ccc(C#CCC(C)C)cc3)[C@@H]2C1	1.9
C[C@@H]1CN([C@@H](C)CO)C(=O)Cc2cc(N(C)C)ccc2O[C@@H]1CN(C)Cc1ccc(-c2ccccc2)cc1	-1.7
C[C@@H]1CCCCO[C@@H](CN(C)S(=O)(=O)c2cn(C)cn2)[C@@H](C)CN([C@@H](C)CO)C(=O)c2cc(NC(=O)CCC(F)(F)F)ccc2O1	-0.1
O=C(CC1CC1)Nc1ccc2c(c1)[C@@H]1C[C@@H](CC(=O)N3CCc4ccccc4C3)O[C@@H](CO)[C@@H]1O2	-1.8
C[C@@H]1CCCCO[C@@H](CN(C)Cc2ccncc2)[C@@H](C)CN([C@H](C)CO)C(=O)c2cc(NC(=O)CCCN(C)C)ccc2O1	-3.9
C[C@@H]1CN([C@@H](C)CO)C(=O)c2cccc(NC(=O)CCCCCC(=O)Nc3ccccc3N)c2O[C@@H]1CN(C)S(C)(=O)=O	-0.8
CN1CCN(C(=O)C[C@H]2C[C@H]3c4cc(NC(=O)c5ccc6c(c5)OCO6)ccc4O[C@H]3[C@@H](CO)O2)CC1	0.3
COc1ccc(CNC(=O)C[C@@H]2CC[C@H](NS(=O)(=O)c3cccc(OC)c3)[C@H](CO)O2)cc1	1.5
COc1ccc(CNC(=O)C[C@@H]2CC[C@@H](NC(=O)CN(C)C)[C@@H](CO)O2)cc1	0.2
CO[C@@H]1CN(C)C(=O)c2cc(NS(C)(=O)=O)ccc2OC[C@H](C)N(S(C)(=O)=O)C[C@H]1C	-0.3
C[C@@H]1CN([C@H](C)CO)S(=O)(=O)c2ccc(C#C[C@@H](C)O)cc2O[C@H]1CN(C)CC1CCCC1	-7.1
O=C(Nc1ccccc1)N1CC(=O)N2[C@H](CO)[C@@H](c3ccc(C#Cc4cccnc4)cc3)[C@H]2C1	-0.6

Molecules from the list above containing a halogen (nine):
SMILES	TcdB GH inh
C[C@@H]1CCCCO[C@H](CN(C)S(=O)(=O)c2ccccc2)[C@H](C)CN([C@@H](C)CO)C(=O)c2cc(NS(=O)(=O)c3ccc(F)cc3)ccc2O1	-1.1
CC(=O)N(C)C[C@@H]1Oc2cc(C#Cc3ccc(F)cc3)ccc2S(=O)(=O)N([C@@H](C)CO)C[C@@H]1C	-0.6
CN(C)CC(=O)N[C@H]1C=C[C@@H](CC(=O)NCc2ccc(Cl)cc2)O[C@@H]1CO	0.1
C[C@H]1CN([C@@H](C)CO)C(=O)c2cc(NC(=O)Nc3ccc(F)cc3)ccc2O[C@H]1CN(C)Cc1ccc(C(F)(F)F)cc1	0.1
COc1ccc(S(=O)(=O)N(C)C[C@@H]2Oc3c(NC(=O)Nc4ccc(F)cc4)cccc3C(=O)N([C@@H](C)CO)C[C@@H]2C)cc1	0.7
C[C@@H]1CCCCO[C@H](CN(C)C(=O)Nc2ccc(C(F)(F)F)cc2)[C@H](C)CN([C@H](C)CO)C(=O)c2cc(N(C)C)ccc2O1	-1.8
C[C@@H]1CN([C@H](C)CO)C(=O)Cc2cc(NC(=O)Nc3ccc(C(F)(F)F)cc3)ccc2O[C@@H]1CN(C)C(=O)Nc1ccccc1	0.9
C[C@H](CO)N1C[C@H](C)[C@H](CN(C)Cc2ccc(C(F)(F)F)cc2)OCCCC[C@H](C)Oc2ccc(NC(=O)c3ccncc3)cc2C1=O	-0.2
C[C@@H]1CCCCO[C@@H](CN(C)S(=O)(=O)c2cn(C)cn2)[C@@H](C)CN([C@@H](C)CO)C(=O)c2cc(NC(=O)CCC(F)(F)F)ccc2O1	-0.1

Next part:
SMILES	TcdB GH inh
C[C@H]1CN([C@@H](C)CO)C(=O)c2c(c3ccccc3n2C)-c2ccccc2CO[C@H]1CN(C)Cc1ccncc1	-3.4
C[C@@H]1CN([C@@H](C)CO)C(=O)Cc2cc(NC(=O)Cc3cn(C)c4ccccc34)ccc2O[C@@H]1CN(C)C(=O)Nc1ccc(F)cc1	0.7
C[C@@H]1CN([C@H](C)CO)C(=O)c2cc(Br)cnc2O[C@@H]1CN(C)Cc1ccncc1	-0.5
Cc1ccc(-c2cnc3c(c2)C(=O)N([C@@H](C)CO)C[C@H](C)[C@H](CN(C)C(=O)c2cccnc2)O3)cc1	1.7
CCC(=O)N(C)C[C@H]1Oc2ncc(Br)cc2C(=O)N([C@@H](C)CO)C[C@H]1C	0.0
C[C@@H]1CN([C@H](C)CO)C(=O)c2cc(-c3ccncc3)cnc2O[C@H]1CN(C)S(=O)(=O)c1ccccc1	0.2
Cc1noc(C)c1NC(=O)N(C)C[C@H]1Oc2ccc(NC(=O)CCCCCC(=O)Nc3ccccc3N)cc2CC(=O)N([C@@H](C)CO)C[C@H]1C	-0.3
OC[C@@H]1[C@@H](c2ccccc2)C2(CN(Cc3ccccc3F)C2)N1Cc1ccccc1F	1.3
CCCNC(=O)N1[C@H](CNC(=O)c2ccccc2)[C@H](c2ccccc2)[C@@H]1CO	-1.1
CCCc1cn(CC[C@H]2CC[C@H](NC(=O)C3CC3)[C@H](CO)O2)nn1	0.8
C[C@@H]1CN([C@H](C)CO)C(=O)c2cccc(NC(=O)CCCCCC(=O)Nc3ccccc3N)c2O[C@H]1CN(C)Cc1ccc(-c2ccccc2)cc1	-0.3
O=C(C1CCCC1)N1CC(=O)N2[C@H](C1)[C@@H](c1ccc(C#CC3CCCC3)cc1)[C@@H]2CO	0.8
O=C(NC[C@H]1[C@@H](c2ccccc2)[C@@H](CO)N1CC1CCCC1)C1CC1	0.8
C[C@@H]1CCCCO[C@H](CN(C)Cc2ccc(C(=O)O)cc2)[C@H](C)CN([C@@H](C)CO)C(=O)c2cc(NS(=O)(=O)c3ccc(F)cc3)ccc2O1	0.9
COc1ccc(CN(C)C[C@@H]2Oc3ccc(NC(=O)Nc4ccc(F)cc4)cc3CC(=O)N([C@H](C)CO)C[C@H]2C)cc1	0.2
C[C@H](CO)N1C[C@H](C)[C@H](CN(C)Cc2ccncc2)Oc2ccc(NC(=O)NC3CCCCC3)cc2CC1=O	-1.3
C[C@H]1CCCCO[C@@H](CN(C)Cc2ccc(C(F)(F)F)cc2)[C@@H](C)CN([C@@H](C)CO)C(=O)c2cc(NC(=O)c3ccncc3)ccc2O1	1.0
CCCNC(=O)N(C)C[C@@H]1Oc2ncc(C#CCc3ccccc3)cc2C(=O)N([C@H](C)CO)C[C@@H]1C	0.2
CCC(=O)N1[C@@H]2c3cccc(=O)n3C[C@H]1[C@H](CO)[C@H]2C(=O)NCc1ccc(F)cc1	0.8
Cc1noc(C)c1S(=O)(=O)Nc1ccc2c(c1)C(=O)N([C@H](C)CO)C[C@H](C)[C@H](CN(C)C(=O)Nc1cccc3ccccc13)OCCCC[C@@H](C)O2	0.0
CCCN(C)C[C@@H]1Oc2ncc(C#Cc3ccc(OC)cc3)cc2C(=O)N([C@H](C)CO)C[C@@H]1C	0.5
O=C(C[C@H]1CC[C@H]2[C@@H](COC[C@@H](O)CN2C(=O)c2ccc(F)cc2)O1)NC1Cc2ccccc2C1	-0.5
C[C@@H]1CN([C@@H](C)CO)C(=O)c2cc(Br)cnc2O[C@@H]1CN(C)C(=O)c1ccccc1	-0.7
O=C(Cc1ccncc1)Nc1ccc2c(c1)[C@@H]1C[C@@H](CC(=O)N3CCc4ccccc4C3)O[C@H](CO)[C@@H]1O2	-0.1
C[C@H](CO)N1C[C@H](C)[C@H](CN(C)C(=O)CCN2CCCCC2)Oc2ncc(C#CCN(C)C)cc2C1=O	0.0
C[C@@H]1CN([C@@H](C)CO)C(=O)c2cccc(NC(=O)C3CC3)c2O[C@H]1CN(C)S(=O)(=O)c1cn(C)cn1	0.7
COc1ccc2c3c([nH]c2c1)[C@H](CO)N(C(C)=O)CC31CCN(Cc2ccccc2Cl)CC1	1.0
C[C@@H]1CCCCO[C@@H](CN(C)C(=O)Nc2cccc3ccccc23)[C@@H](C)CN([C@@H](C)CO)C(=O)c2cc(NC(=O)Cc3ccccc3)ccc2O1	0.7
COc1ccccc1CNC(=O)C[C@@H]1C[C@@H]2c3cc(N(C)C)ccc3O[C@@H]2[C@H](CO)O1	-32
C[C@H]1CN([C@@H](C)CO)C(=O)Cc2cc(N(C)C)ccc2O[C@@H]1CN(C)Cc1ccc(C(=O)O)cc1	-4.4
Cc1noc(C)c1S(=O)(=O)N(C)C[C@H]1OCCCC[C@H](C)Oc2ccc(NS(=O)(=O)c3cn(C)cn3)cc2C(=O)N([C@H](C)CO)C[C@@H]1C	0.3
COc1ccc(S(=O)(=O)Nc2ccc3c(c2)CC(=O)N([C@@H](C)CO)C[C@H](C)[C@@H](CN(C)C(=O)NC(C)C)O3)cc1	-9.1
CC(C)NC(=O)Nc1ccc2c(c1)C(=O)N([C@@H](C)CO)C[C@H](C)[C@H](CN(C)C(=O)C1CCCCC1)OCCCC[C@@H](C)O2	-0.9
COc1cccc(-c2cnc3c(c2)C(=O)N([C@H](C)CO)C[C@H](C)[C@H](CN(C)CC2CCOCC2)O3)c1	1.1
COCC(=O)N1CC2(C1)CN(Cc1ccccn1)[C@@H](CO)c1[nH]c3cc(OC)ccc3c12	0.4
C[C@@H]1CN([C@H](C)CO)C(=O)Cc2cc(NC(=O)Cn3cnnn3)ccc2O[C@@H]1CN(C)C(=O)NC1CCCCC1	0.4
CCCNC(=O)Nc1ccc2c(c1)C(=O)N(C)C[C@@H](OC)[C@H](C)CN(C)[C@@H](C)CO2	0.9
C[C@@H]1CCCCO[C@H](CN(C)C(=O)Nc2ccc(C(F)(F)F)cc2)[C@@H](C)CN([C@H](C)CO)C(=O)c2cc(NC(=O)Nc3cccc4ccccc34)ccc2O1	1.1
C[C@H](NC(=O)C[C@@H]1C=C[C@H](NC(=O)c2cccnc2)[C@@H](CO)O1)c1ccccc1	-2.9
COC(=O)[C@@H]1[C@@H](CO)[C@@H]2Cn3c(ccc(C4=CCCCC4)c3=O)[C@H]1N2C(=O)Cc1ccccn1	-0.9

Compound activity deposited in PubChem BioAssay by Broad Institute.

An excerpt, so the mix of outcomes need not match the whole.
